# IDE cell inh – inhibits human insulin-degrading enzyme in HEK cells | 0.41% of 320,000 active | P14735 | FAbetaB cleavage, fluorescence polarization | inhibition, % at 5.59 µM | AID 434962;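 active = percent inhibition above the average of all tested compounds plus 3 SD, set per screening campaign, cut at about 16% in these data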;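 note: IDE supplied by intact live HEK cells; FP after avidin binding of uncleaved biotin substrate so inhibition keeps polarization high; 0% = DMSO wells and 100% = 60 µM reference IDE inhibitor Ii1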
# GalR3 antag – human GalR3 antagonism; O60755; inhibition, % at 3 µM; 0.44% of 360,000 active; AID 651719; HEK293 GalR3-CNG cAMP membrane potential fluorescence; galR3 body fused to GalR1 C-terminus;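 active = inhibition above the screen-wide average plus 3 SD, cut at about 13% in these data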;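 note: forskolin and galanin both at EC90 stimulate the cells; cAMP rise reported by CNG channel membrane potential dye signal; 0% = forskolin plus galanin with DMSO and 100% = forskolin alone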
# Target sequence (O60755 1-299 limits assumed): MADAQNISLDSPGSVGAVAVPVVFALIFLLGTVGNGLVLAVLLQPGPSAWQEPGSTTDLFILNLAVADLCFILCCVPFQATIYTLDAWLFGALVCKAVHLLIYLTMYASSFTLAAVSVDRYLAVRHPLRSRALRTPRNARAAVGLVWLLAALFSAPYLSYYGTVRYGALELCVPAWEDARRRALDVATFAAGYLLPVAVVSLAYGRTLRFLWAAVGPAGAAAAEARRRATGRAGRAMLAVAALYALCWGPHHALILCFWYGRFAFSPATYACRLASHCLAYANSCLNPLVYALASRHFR
# VIM-2 inh – blocks Pseudomonas aeruginosa VIM-2 metallo-beta-lactamase | purified VIM-2, nitrocefin hydrolysis, epi-absorbance fluorescence | inhibition, % at 5.6 µM | 0.89% of 290,000 active;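 active = inhibition above the mean of all tested compounds plus 3 SD, cutoff set per screening run, cut at about 7.5% in these data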;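 note: red hydrolysis product quenches plate fluorescence so inhibitors raise well fluorescence; 0% = enzyme with DMSO and 100% = DMSO without enzyme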
# IDE cell activ – IDE (human) activation, cell-based; P14735; HEK cells, FAbeta-B cleavage, fluorescence polarization; 0% vehicle, 100% cell-free pure enzyme wells; activation, % at 5.96 µM; 0.073% of 340,000 active; AID 493087;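 active = activation above the mean of all tested compounds plus 3 SD, set per screening campaign, cut at about 17% in these data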
# pCIP destab – lowers stability of the mouse p/CIP coactivator protein; 0.01% of 290,000 active; Q05BA5; AID 1984; F442A p/CIP-EGFP cells, EGFP fluorescence, 16 h; decrease of EGFP signal, % at 10 µM;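 active = EGFP signal decrease of at least 30% at 10 µM or well 3 SD below plate mean, unless failing retest; inactive = the rest, including hits failing retest or dose response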; note: some compounds called inactive have numbers as strong as hits; many of its hits are not listed in these tables
# HCV NS3 hel inh – inhibitors of Hepatitis C virus NS3 helicase. NS3 helicase DNA unwinding, Cy5 molecular beacon fluorescence. inhibition, % at 10.9 µM. 0.56% of 290,000 active. AID 1800;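 active = inhibition above the mean of all tested compounds plus 3 SD, set per campaign, cut at about 35% in these data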;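 note: 0% = DMSO wells and 100% = thioflavine S control wells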
#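 System: NS3 helicase fragment of HCV / Schedule: 1 h at 25 °C / Control set: DMSO alone as 0% and 110 µM thioflavine S as 100% / Reagent: Cy5/quencher beacon DNA duplex and ATP to start / Technique: Cy5 fluorescence / Replication: singlicate / Evaluation: % inhibition of end-to-start signal ratio versus controls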
# IMP-1 inh – inhibitors of Pseudomonas aeruginosa IMP-1 metallo-beta-lactamase. AID 1556. 0.45% of 290,000 active. purified IMP-1, nitrocefin hydrolysis, epi-absorbance fluorescence. inhibition, % at 5.6 µM;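 active = inhibition above the mean plus 3 SD of all compounds in the same screening run, cut at about 4.5% in these data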;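 note: 0% = IMP-1 with DMSO and 100% = DMSO wells lacking enzyme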
#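 system = purified recombinant IMP-1 beta-lactamase | amount = 0.2 nM IMP-1, as dispensed | medium = HEPES buffer pH 7.1 with ZnSO4 and Brij 35 | times = 25 °C, 15 min preincubation, 25 min reaction | detection = plate fluorescence quenching by hydrolysis product, ex 480/em 530 nm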
# CRFR2-BP antag – CRF-BP/CRF-R2 complex antagonism. HEK293 CRF-R2/CRF-BP, CRF-induced calcium fluorescence. inhibition, % at 11.8 µM. 0.59% of 350,000 active;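 active = inhibition of the ligand-induced calcium signal above about 50% at the single tested concentration, limit read from the data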
# UBC9 SUMO inh – inhibitors of human SUMOylation (UBC9); 0.36% of 290,000 active; P63279; HTRF SUMOylation assay, SAE1/SAE2 + UBC9, in vitro; inhibition, % at 35 µM; AID 2006; in the data active = inhibition above about 50%, passing the limit was not always enough; note: strong numbers were not always called active
# Target sequence (P63279 whole entry, looked up): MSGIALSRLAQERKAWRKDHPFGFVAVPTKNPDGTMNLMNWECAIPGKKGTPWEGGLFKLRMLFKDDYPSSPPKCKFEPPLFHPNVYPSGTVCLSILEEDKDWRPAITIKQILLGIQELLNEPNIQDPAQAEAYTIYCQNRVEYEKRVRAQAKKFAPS
# * = called active by the depositor; . = not tested or not shown.
1	COc1cccc(CCN2CCC(CNS(=O)(=O)c3cc(-c4cc(C)no4)ccc3OC)CC2)c1
2	COc1ccc(C(CNC(=O)Cn2c(=O)oc3ccccc32)N(C)C)cc1 (stereo not drawn)
3	CCO[C@H]1OC(C(=O)Nc2ccccc2)=C[C@@H](c2cn(C(C)=O)c3ccccc23)[C@@H]1CCCO
4	O=C(N1CCCCC1)N1CCN(C(=O)N2CCCCC2)CC1
5	COc1ccc(-c2cc(-c3nnc(COC(=O)c4ccncc4)o3)c3ccccc3n2)cc1OC
6	CCCc1nc2c(sc3nc4c(cc32)COC(C)(C)C4)c(=O)n1CCN(C)C

assay / entry	1	2	3	4	5	6
GalR3 antag	-4	-1	-4	-6	2	-2
UBC9 SUMO inh	1	6	-14	-8	10	4
VIM-2 inh	-1.6	-2.0	-0.4	-0.7	1.9	-0.4
IDE cell activ	5	2	7	1	1	5
IDE cell inh	-6	1	-4	3	8	8
CRFR2-BP antag	-7	14	-14	15	4	-13
HCV NS3 hel inh	-72	4	2	3	-4	-4
pCIP destab	-3	-20	-5	-1	0	3
IMP-1 inh	-1.9	-0.9	-1.4	-1.2	-2.9	-3.0

7	CSc1cccc(NC(=O)CNC(=O)c2ccc3c(c2)OCO3)c1
8	COC(=O)c1cccc(-n2nnnc2SCC(=O)Nc2nc3c(s2)CCCC3)c1
9	Cc1ccc(S(=O)(=O)N(C)CC(=O)NCc2ccncc2)cc1
10	CC[C@H](C)[C@@H](NC(=O)O[C@@H]1C(=O)c2cc(Br)ccc2O[C@H]1c1ccc2c(c1)OCO2)C(=O)OC
11	Cc1cc(C)n(C(=O)c2cc3ccccc3c(=O)o2)n1
12	COc1ccc(NC(=O)COc2ccc(CNCCCN3CCOCC3)cc2OC)cc1

assay / entry	7	8	9	10	11	12
GalR3 antag	-5	-2	-4	.	-5	3
UBC9 SUMO inh	.	-12	4	-16	4	28
VIM-2 inh	.	0.7	-4.2	0.0	1.9	-2.6
IDE cell activ	-3	-3	0	.	-3	1
IDE cell inh	6	6	-4	.	2	-1
CRFR2-BP antag	-12	-14	8	.	12	-4
HCV NS3 hel inh	.	-40	-1	0	0	-8
pCIP destab	.	3	-10	5	-6	-1
IMP-1 inh	.	-1.6	-3.0	-1.5	0.9	-1.3

13	O=C(CN1C(=O)NC(c2ccccc2)(c2ccccc2)C1=O)Nc1cccnc1Cl
14	O=C(CSc1nnc(-c2cccnc2)o1)N1CCCCC1
15	O=C(NCCNC(=O)c1cc(OCC(F)(F)F)ccc1OCC(F)(F)F)Nc1cccc(C(F)(F)F)c1
16	Cc1cccc(CN2CCC(CNC(=O)CSc3cc(=O)n(C)c4cc(Cl)ccc34)CC2)c1
17	Cc1ccc(OCC(=O)Nc2ccccc2C(=O)N2CCCCC2)cc1
18	COc1ccc(C(=O)Nn2c(CCC(=O)O)ccc2-c2ccc(C)cc2)cc1OC

assay / entry	13	14	15	16	17	18
GalR3 antag	-3	-1	-4	-4	5	-2
UBC9 SUMO inh	15	6	-9	-5	1	5
VIM-2 inh	1.8	0.4	0.5	0.2	-2.9	-2.6
IDE cell activ	0	4	-1	-7	2	0
IDE cell inh	-6	0	5	-2	5	4
CRFR2-BP antag	-6	7	-18	-4	-4	5
HCV NS3 hel inh	-3	-1	-18	-12	3	8
pCIP destab	-18	4	-9	-1	-10	-7
IMP-1 inh	-3.7	-3.5	7.0*	-1.6	-5.6	-2.0

19	O=C(CN1CCN(c2ccc(C(F)(F)F)cn2)CC1)NCc1ccc2c(c1)OCO2
20	CSCCC(NC(=O)c1ccco1)C(=O)NCC(C)(C)N1CCOCC1 (stereo not drawn)
21	COc1ccc(C(=O)Nc2ncccc2C)cc1S(=O)(=O)N1CCOCC1
22	CC(C)c1ccc(NC(=O)C2CCN(S(=O)(=O)c3ccc4c(c3)C(C)(C)C(=O)N4C)CC2)cc1
23	CCOC(=O)c1cc(C(=O)NC(C)c2ccccc2)c(C)[nH]c1=O (stereo not drawn)
24	CCOC(=O)c1c(-c2cccc([N+](=O)[O-])c2)csc1NC(=O)C1CC1

assay / entry	19	20	21	22	23	24
GalR3 antag	-3	-1	-3	0	-6	-6
UBC9 SUMO inh	-8	.	.	-7	10	-8
VIM-2 inh	-2.1	.	.	-1.4	-4.1	-0.5
IDE cell activ	-8	-1	5	1	-3	10
IDE cell inh	1	7	4	6	5	2
CRFR2-BP antag	12	3	16	3	4	23
HCV NS3 hel inh	18	.	.	-2	-5	-15
pCIP destab	-12	.	.	-9	5	0
IMP-1 inh	-2.5	.	.	-4.4	-4.8	-1.9

# Four entries already listed, arranged by SMILES length, ascending.
20	CSCCC(NC(=O)c1ccco1)C(=O)NCC(C)(C)N1CCOCC1 (stereo not drawn)
21	COc1ccc(C(=O)Nc2ncccc2C)cc1S(=O)(=O)N1CCOCC1
18	COc1ccc(C(=O)Nn2c(CCC(=O)O)ccc2-c2ccc(C)cc2)cc1OC
24	CCOC(=O)c1c(-c2cccc([N+](=O)[O-])c2)csc1NC(=O)C1CC1

assay / entry	20	21	18	24
GalR3 antag	-1	-3	-2	-6
UBC9 SUMO inh	.	.	5	-8
VIM-2 inh	.	.	-2.6	-0.5
IDE cell activ	-1	5	0	10
IDE cell inh	7	4	4	2
CRFR2-BP antag	3	16	5	23
HCV NS3 hel inh	.	.	8	-15
pCIP destab	.	.	-7	0
IMP-1 inh	.	.	-2.0	-1.9

# (continued)
25	Cn1c(NCc2ccco2)nc2ccccc21
26	CCC1CCCCN1CCCNC(=O)Cn1cc2c(n1)-c1c(oc(C(=O)N3CCCC3)c1C)CC2 (stereo not drawn)
27	CC(NC(=O)Nc1ccccc1)C(c1cccs1)N1CCN(C)CC1 (stereo not drawn)
28	Cc1cc(C)n(C(=O)CNC(=O)c2cccc(Cl)c2)n1
29	CC(C)(C)NC(=O)CSc1ccc(S(=O)(=O)N2CCOCC2)cn1
30	CCOc1ccc(C(=O)N2CCCCCC2)cc1

assay / entry	25	26	27	28	29	30
GalR3 antag	-6	-5	.	-9	-5	3
UBC9 SUMO inh	-6	1	2	15	.	1
VIM-2 inh	-1.9	-0.3	-1.7	-3.0	.	0.5
IDE cell activ	2	7	-3	-1	3	5
IDE cell inh	0	2	-5	.	4	1
CRFR2-BP antag	16	4	-8	-3	-14	11
HCV NS3 hel inh	3	-25	1	12	.	-5
pCIP destab	5	-4	0	-13	.	-12
IMP-1 inh	-3.2	-1.2	-2.8	-3.0	.	-2.6

31	Cc1ccc(S(=O)(=O)N/N=C/c2ccc3nccnc3c2)cc1
32	O=C(NCCS(=O)(=O)NCc1ccccc1Cl)c1ccccc1
33	COC(=O)c1ccc(N2CCN(C)CC2)c(NC(=O)COc2ccccc2)c1
34	COc1ccc(C(=O)COC(=O)CCNS(=O)(=O)c2ccccc2)cc1Br
35	c1c2c(cc3sc(N4CCOCC4)nc13)OCO2
36	COc1c(C(=O)Nc2nnc(C3CC3)s2)csc1Cl

assay / entry	31	32	33	34	35	36
GalR3 antag	-6	-5	-7	0	-3	0
UBC9 SUMO inh	4	.	-1	19	6	4
VIM-2 inh	-0.1	.	3.5	0.7	-0.8	-0.8
IDE cell activ	0	-3	4	2	-1	3
IDE cell inh	2	8	3	-7	2	-2
CRFR2-BP antag	4	10	-10	-28	9	-16
HCV NS3 hel inh	8	.	2	-10	-2	4
pCIP destab	4	.	-7	-15	-4	-6
IMP-1 inh	-2.0	.	1.1	-1.7	-3.5	-1.6

37	CC(NC(=O)C(C)N1CCN(Cc2ccccc2)CC1)c1ccccc1 (stereo not drawn)
38	COc1ccc(C#Cc2c(-c3ccc(OC)cc3)oc3ccc(-c4ccc5c(c4)OCO5)cc23)cc1
39	O=C(CCSCc1cccc(Cl)c1)NCCc1ccccc1
40	CC(=O)Nc1ccc(NC(=O)C(C)OC(=O)CCC2CCCCC2)cc1 (stereo not drawn)
41	CCOC(=O)CC(=O)Nc1ccc(C)cc1
42	COc1ccc2[nH]c(C)c(CCN3C(=O)OC(C)(C)C3(C)O)c2c1 (stereo not drawn)

assay / entry	37	38	39	40	41	42
GalR3 antag	-9	3	0	-1	-4	.
UBC9 SUMO inh	8	.	-3	2	-2	2
VIM-2 inh	-0.7	.	-0.7	-0.4	-1.2	-2.6
IDE cell activ	5	-1	3	0	-3	0
IDE cell inh	-2	0	10	-2	1	1
CRFR2-BP antag	5	0	27	2	4	27
HCV NS3 hel inh	-7	.	-2	-15	3	-5
pCIP destab	-10	.	-8	-4	-3	-24
IMP-1 inh	-3.0	.	-4.6	-1.9	-1.0	-4.1

# Values in list order from the entries so far:
# VIM-2 inh for nos. 37–42, in order: -0.7, ., -0.7, -0.4, -1.2, -2.6

# Entries of single compounds, quoted from the list. Order of screens: GalR3 antag	UBC9 SUMO inh	VIM-2 inh	IDE cell activ	IDE cell inh	CRFR2-BP antag	HCV NS3 hel inh	pCIP destab	IMP-1 inh
# `CC(=O)Nc1ccc(NC(=O)C(C)OC(=O)CCC2CCCCC2)cc1` (stereo not drawn) in the list: -1	2	-0.4	0	-2	2	-15	-4	-1.9
# `O=C(CCSCc1cccc(Cl)c1)NCCc1ccccc1` in the list: 0	-3	-0.7	3	10	27	-2	-8	-4.6

# Remaining list, next part:
43	COc1ccc(N2C(=O)C3CCCN3C2c2cccc(Br)c2)cc1 (stereo not drawn)
44	CCN(CC)C(=O)c1ccccc1NC(=O)CN1C(=O)c2ccccc2S1(=O)=O
45	CCCOc1ccc(C(=O)Nn2c(C)nc3ccccc3c2=O)cc1
46	COc1cc(NC(=O)C(C)Oc2ccccc2)c(OC)cc1NC(=O)c1ccccc1 (stereo not drawn)
47	CC(C)CC(NC(=O)C1CCCN1C(=O)CNC(=O)OCc1ccccc1)C(=O)O (stereo not drawn)
48	CCCCn1c(N)c(N(CC)C(=O)c2cccs2)c(=O)[nH]c1=O

assay / entry	43	44	45	46	47	48
GalR3 antag	2	-8	-5	.	-6	0
UBC9 SUMO inh	9	-1	20	-21	21	.
VIM-2 inh	-2.6	-3.1	-0.5	1.7	-1.9	.
IDE cell activ	-1	3	3	-4	0	3
IDE cell inh	0	3	3	1	-1	2
CRFR2-BP antag	0	0	-2	-6	-27	-4
HCV NS3 hel inh	8	-9	-1	-13	-8	.
pCIP destab	-9	11	-3	1	-15	.
IMP-1 inh	-2.5	-1.7	-1.1	-0.8	-1.4	.

# Assay outcomes: PubChem, several laboratories

# Not a hit list; overall some 3.2% were active at least once.
